# CHOP inh: CHOP inhibition in unfolded protein response | 3.8% of 220,000 active | inhibition, % at 10 µM | CHO-K1 CHOP-promoter luciferase, tunicamycin-induced, 15-18 h;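 active = compounds that reduced the stress-induced luciferase reporter signal by more than about 70% of percent inhibition, limit read from the data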;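 note: 0% = tunicamycin plus vehicle and 100% = wells without tunicamycin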
# S1P4 antagonist: blocks the human S1P4 receptor; inhibition, % at 4.98 µM; 0.26% of 220,000 active; S1P4-expressing cells, antagonist mode, reporter read-out; O95977; in the data active = inhibition above about 29%;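 note: 0% = wells stimulated with agonist and 100% = vehicle wells without agonist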
# Target sequence (O95977 whole entry, looked up): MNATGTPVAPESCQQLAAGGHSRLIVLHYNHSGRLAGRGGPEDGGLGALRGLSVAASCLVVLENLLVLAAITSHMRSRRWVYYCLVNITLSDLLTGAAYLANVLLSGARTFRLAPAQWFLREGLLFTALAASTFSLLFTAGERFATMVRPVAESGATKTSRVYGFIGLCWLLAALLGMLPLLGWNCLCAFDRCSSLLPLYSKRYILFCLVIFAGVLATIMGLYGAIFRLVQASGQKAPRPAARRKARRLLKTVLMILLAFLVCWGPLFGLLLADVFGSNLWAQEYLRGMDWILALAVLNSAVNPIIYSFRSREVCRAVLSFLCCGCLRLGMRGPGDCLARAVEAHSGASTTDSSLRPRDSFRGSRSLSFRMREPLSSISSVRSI
# TRPML3 ag: agonists of human TRPML3 channel. HEK293 TRPML3-YFP, Fluo-8 calcium fluorescence; 100% = the carbachol control signal. Q8TDD5. AID 1448. 0.29% of 220,000 active. activation, % at 3 µM;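 active = activation above its plate's cutoff, the mean activation of the plate's test wells plus 3 SD, cut at about 12% in these data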;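 note: 0% = DMSO only wells and 100% = carbachol wells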
#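 Material: HEK293 cells stably carrying human TRPML3-YFP; compound dosing: single dose, 3 µM final nominal compound, 0.3% DMSO final; incubation: 1-h 37 °C dye load, 5-s basal, 120-s post-compound reads; technique: Fluo-8 intracellular calcium fluorescence, excitation 470-495 nm, emission 515-575 nm; read-out basis: percent activation from peak-to-basal fluorescence ratio, scaled between DMSO and carbachol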
# NPY1 pot ag: human NPY-Y1 potentiation or agonism, primary screen | NPY-Y1 expressing cells, potentiator/agonist activation | activation, % at 3.6 µM | 0.37% of 220,000 active | AID 1304; in the data active = activation above about 33%, passing the limit was not always enough;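 note: cells stimulated with NPY at EC10 then isoproterenol at EC100; 0% = low agonist plus stimulus and 100% = saturating agonist plus stimulus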
# Target sequence (P25929 whole entry, looked up): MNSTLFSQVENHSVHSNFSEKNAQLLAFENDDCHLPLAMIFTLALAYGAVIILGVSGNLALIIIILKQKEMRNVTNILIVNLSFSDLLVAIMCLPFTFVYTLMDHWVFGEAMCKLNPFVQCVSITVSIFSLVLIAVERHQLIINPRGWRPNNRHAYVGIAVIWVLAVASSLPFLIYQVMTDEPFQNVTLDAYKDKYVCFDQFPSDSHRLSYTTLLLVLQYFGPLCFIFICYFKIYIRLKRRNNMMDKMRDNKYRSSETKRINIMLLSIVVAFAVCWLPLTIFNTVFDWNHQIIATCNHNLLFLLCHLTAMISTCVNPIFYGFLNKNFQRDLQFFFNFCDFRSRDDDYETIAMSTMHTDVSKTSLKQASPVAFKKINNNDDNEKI
# NPY-Y1 antag: blocks the human neuropeptide Y Y1 receptor; P25929; HEK293-CNG Y1 cells, membrane potential fluorescence; NPY at EC95, then isoproterenol; inhibition, % at 3.6 µM; 1% of 200,000 active; AID 1040;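 active = inhibition above the campaign mean inhibition of all tested compounds plus 3 SD, cut at about 20% in these data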;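 note: 0% = DMSO wells given NPY plus isoproterenol and 100% = isoproterenol alone without NPY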
#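 Material: HEK293 Y1/CNG channel cell line; also added: NPY (25 nM), isoproterenol (1 µM), Ro 20-1724 (25 µM); doses: one concentration, 3.6 µM, in 0.4% DMSO; schedule: compound incubation 1 h at room temperature, readout 45 min post-stimulation; technique: membrane potential fluorescence; measure: fluorescence ratio normalized to % inhibition between controls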
# TRPN1 ag: activates the zebrafish TRPN1 channel. HEK293 zebrafish TRPN1-YFP, Fluo-8 calcium fluorescence; 100% = response to 87 µM carbachol. activation, % at 3 µM. AID 1424. 0.18% of 220,000 active;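 active = activation above its plate's cutoff, the mean activation of test wells on that plate plus 3 SD, cut at about 19% in these data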;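 note: 0% = DMSO alone and 100% = 87 µM carbachol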
#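 Material: zebrafish TRPN1-YFP in HEK293 cells. Doses: one dose of 3 µM, 0.3% DMSO. Incubation: dye 1 h 37 °C plus 30 min RT. Measured by: intracellular calcium fluorescence with Fluo-8.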
# EP2 mod: modulates human prostaglandin E2 receptor EP2 signaling. EP2-expressing cells, cAMP HTRF FRET, PGE2 co-stimulation. AID 940. induction, % at 25 µM. 0.83% of 260,000 active. P43116;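 active = compounds whose cAMP rise, as percent of the full-agonist control response, exceeds 60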;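 note: rat C6 glioma line stably carrying human EP2 under a CMV promoter; the protocol text gives 20 µM as final concentration; 100% = response of wells given 1 µM PGE2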
# NPY2 pot ag: potentiates or activates human NPY-Y2 receptor. P49146. cells expressing NPY-Y2, potentiator/agonist read-out. activation, % at 3.6 µM. 0.45% of 220,000 active. AID 1359; in the data active = activation above about 27%;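 note: cells stimulated with NPY near EC25 plus isoproterenol at EC100; 0% = vehicle plus submaximal agonist and 100% = vehicle plus saturating agonist; some results beyond the cut were filed as inactive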
# S1P4 ag: activates the human S1P4 receptor; O95977; S1P4-expressing cell line, agonist reporter assay; activation, % at 4.98 µM; 0.35% of 220,000 active; AID 1509; in the data active = activation above about 11%;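 note: 0% = DMSO vehicle and 100% = reference agonist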
# * marks the source's active call; other numbers are inactive results; / = not tested or not shown; & = joins results of further samples.
1: C=CCn1c(SCC(=O)Nc2ncc(Cc3ccc(Br)cc3)s2)nnc1-c1ccncc1
2: COc1ccc(N=Cc2nc(-c3ccccc3)oc2OC(=O)c2ccccc2)cc1
3: Cc1ccccc1C(=O)NCC(=O)NNC(=S)NC(=O)c1ccccc1
4: O=C(c1ccccc1)N1CCC(c2nc3c(nnn3Cc3ccccc3Cl)c(=O)[nH]2)CC1
5: CCOC(=O)c1cnc2c(C)cccc2c1NCCc1ccc(OC)c(OC)c1
6: O=C(NC1CCCCC1)C(c1ccc2ncccc2c1)N(Cc1ccco1)C(=O)c1ccc2c(c1)OCCO2 (stereo not drawn)
7: CSc1ccc(Cl)c(C(=O)OCC(=O)NCc2ccco2)c1
8: CCCOc1ccc(C(C)=O)cc1CN1CCOCC1

compound no.	1	2	3	4	5	6	7	8
CHOP inh	17	30	-14	-14	41	28	25	53
S1P4 antagonist	-14	6	3	-7	-8	1	-1	-3
TRPML3 ag	0.8	0.7	-0.2	0.8	-0.2	-0.8	-0.6	0.5
NPY1 pot ag	-3	-5	-13	-2	-68	-22	2	3
NPY-Y1 antag	15	0	2	3	8	10	9	2
TRPN1 ag	4.4	1.9	0.1	-1.3	0.1	-0.1	-1.8	0.8
EP2 mod	-16	-51	24	19	-22	27	-5	15
NPY2 pot ag	-1	-3	3	12	-32	-14	5	-1
S1P4 ag	0.8	1.8	-0.2	55*	-1.4	-1.8	-0.1	-1.1

9: O=C(c1ccc(Cl)c(S(=O)(=O)N2CCCCCC2)c1)N1CCN(c2ccccn2)CC1
10: Cc1ccc(S(=O)(=O)N(CC(=O)Nc2ccccc2C(=O)O)c2cccc(Cl)c2C)cc1
11: Nc1nonc1-n1nnc(C(=O)N/N=C/c2cc(Br)ccc2O)c1CSC1=NCCS1
12: COC(=O)c1sccc1NC(=O)CSc1ccccc1NS(=O)(=O)c1ccc(Cl)cc1
13: O=C(Nc1ccccc1F)c1ccccc1-c1ccc(C(F)(F)F)cc1
14: COC(=O)NNC(=O)COc1ccc2ccccc2c1Br
15: COC(=O)/C(C#N)=C/c1ccc(OC(=O)c2ccccn2)cc1
16: CS(=O)(=O)N1CCN(c2ccccc2NC(=O)c2cccs2)CC1

compound no.	9	10	11	12	13	14	15	16
CHOP inh	27	-14	70	-8	7	7	-32	4
S1P4 antagonist	-18	2	-5	-20	-13	-6	1	-15
TRPML3 ag	2.6	0.6	0.6	1.6	0.3	0.4	0.7	0.2
NPY1 pot ag	-23	25	-16	-3	-23	-2	8	-26
NPY-Y1 antag	5	-2	5	3	13	-1	0	8
TRPN1 ag	6.3	-0.7	0.7	-0.3	-3.7	0.7	-0.8	-0.8
EP2 mod	41	35	-14	16	50	19	29	14
NPY2 pot ag	0	15	-2	4	2	-1	2	6
S1P4 ag	0.4	0.8	-0.5	0.8	-0.1	-0.5	0.5	-0.9

# Complete entries as entered above. Order of values: CHOP inh | S1P4 antagonist | TRPML3 ag | NPY1 pot ag | NPY-Y1 antag | TRPN1 ag | EP2 mod | NPY2 pot ag | S1P4 ag
# COC(=O)c1sccc1NC(=O)CSc1ccccc1NS(=O)(=O)c1ccc(Cl)cc1 across the screens: -8 | -20 | 1.6 | -3 | 3 | -0.3 | 16 | 4 | 0.8
# O=C(c1ccc(Cl)c(S(=O)(=O)N2CCCCCC2)c1)N1CCN(c2ccccn2)CC1 across the screens: 27 | -18 | 2.6 | -23 | 5 | 6.3 | 41 | 0 | 0.4
# O=C(Nc1ccccc1F)c1ccccc1-c1ccc(C(F)(F)F)cc1 across the screens: 7 | -13 | 0.3 | -23 | 13 | -3.7 | 50 | 2 | -0.1

# Further entries.
17: COC(=O)c1c(C)nn(-c2ccc(OC(F)(F)F)cc2)c1-c1snnc1C
18: COc1cc(C(=O)NCC(c2ccco2)N(C)C)cc(OC)c1OC (stereo not drawn)
19: CC(=O)Nc1ccc(OS(=O)(=O)c2c(C)cc(C)cc2C)cc1
20: COc1ccccc1NC(=S)N(Cc1ccco1)Cc1cc2cc(C)c(C)cc2[nH]c1=O
21: Cc1ccccc1Cn1c(C(=O)OC(C)C)cc2c1ccn2C
22: Cc1cc(Cl)ccc1C(=O)C1CCCN(C(=O)c2ccc3ncccc3c2)C1 (stereo not drawn)
23: O=c1cc([O-])[n+]2c3n1CCCN3CCC2
24: COc1cccc(C2CCCN2Cc2nc(-c3sccc3C)oc2C)c1 (stereo not drawn)

compound no.	17	18	19	20	21	22	23	24
CHOP inh	-1	11	7	-38	51	4	5	18
S1P4 antagonist	2	-4	5	7	-5	-6	3	3
TRPML3 ag	0.4	0.5	1.3	0.8	-1.6	-0.2	0.1	0.2
NPY1 pot ag	7	-10	2	-35	14	-2	-13	-6
NPY-Y1 antag	/	2	5	-3	3	11	2	8
TRPN1 ag	1.7	1.1	1.9	0.5	-1.5	2.1	-0.1	-0.3
EP2 mod	-7	5	-84	22&46	53	-18	23	15
NPY2 pot ag	10	-6	-6	-5	7	-6	-2	-15
S1P4 ag	1.3	0.3	0.4	1.2	-0.5	-0.5	1.5	-0.4

25: O=C(c1ccc(N2CCCC2)c([N+](=O)[O-])c1)N1CCN(CCO)CC1
26: Cc1cc(C(=O)CN2C(=O)NC3(CCCCC3)C2=O)c(C)n1Cc1ccco1
27: COc1ccc(CNS(=O)(=O)c2cc(OCC(N)=O)c(C)cc2Cl)cc1
28: COc1cc(NCCCCCCCN)c2ncccc2c1
29: CCC(C)(C)NC(=O)C(c1cccs1)N(C(=O)c1ccn[nH]1)c1cccc(OC)c1 (stereo not drawn)
30: COc1cc(OC)c(C2C(C(=O)Nc3ccc(C)cc3C)=C(C)Nc3ncnn32)cc1OC (stereo not drawn)
31: Cc1[nH]nc2c1C(c1ccsc1)C(C#N)=C(N)O2 (stereo not drawn)
32: Cc1cccc(C(=O)NC(C)C(c2cccs2)N2CCOCC2)c1 (stereo not drawn)

compound no.	25	26	27	28	29	30	31	32
CHOP inh	6	-3	33	6	10	-14	-9	-13
S1P4 antagonist	-8	-7	-10	13	4	-25	11	-8
TRPML3 ag	0.7	1.0	0.8	-0.3	0.3	0.3	1.5	0.9
NPY1 pot ag	5	2	-11	-8	2	16	0	5
NPY-Y1 antag	/	1	3	-5	0	5	-1	/
TRPN1 ag	-1.5	0.2	-0.9	0.4	-0.6	1.2	1.4	1.6
EP2 mod	-21	-29	9	-24	36	24	-125&-23	20
NPY2 pot ag	4	2	-4	-9	-4	12	4	-6
S1P4 ag	-0.9	-1.2	-1.4	-3.7	-1.2	0.0	0.7	-1.1

33: CCC(=O)NC(/C=C/c1ccccc1)c1cc([N+](=O)[O-])c2cccnc2c1O (stereo not drawn)
34: Cc1cc(C)cc(-n2c(SCC(=O)NCc3ccco3)nc3ccccc3c2=O)c1
35: COc1ccc(Nc2cc(C(=O)NCc3cccnc3)c3ccccc3n2)c(OC)c1
36: CCOC(=O)Cn1cc(C#N)c2ccccc21
37: CCC(C)[C@H](NC(=O)N1CCC(C)CC1)C(=O)O (stereo partly drawn)
38: N#CC(c1ccccc1)N(CCCCl)C(=O)c1ccc(Br)cc1 (stereo not drawn)
39: CCCC(=O)Nc1ccc(NC(=O)C23CC4CC(CC(C4)C2)C3)cn1
40: COc1ccccc1N1CCN(CC(=O)Nc2ccc(C)c(F)c2)CC1

compound no.	33	34	35	36	37	38	39	40
CHOP inh	21	37	26	-14	4	57	29	49
S1P4 antagonist	-10	-7	-16	3	-2	-9	7	1
TRPML3 ag	0.5	-0.2	0.6	1.1	0.6	0.5	0.4	-0.9
NPY1 pot ag	-9	3	-3	1	11	-19	9	-29
NPY-Y1 antag	-2	5	2	0	/	6	7	9
TRPN1 ag	1.3	-1.7	0.4	0.3	-0.9	-2.9	0.6	-1.5
EP2 mod	7	10	-19	-27&21	8	10	-30	-14
NPY2 pot ag	3	11	-21	15	19	-2	8	2
S1P4 ag	-1.5	0.5	-2.0	1.3	0.2	0.7	1.9	-2.1

41: COc1ccc(-n2c(SCCC(=O)O)nnc2-c2ccncc2)cc1
42: COc1ccc2c(c1)c(=O)oc1cc(OCC(=O)NC3CC3)ccc12
43: NS(=O)(=O)c1ccc(NC=C2C(=O)OC3(CCCCC3)OC2=O)cc1
44: N/C(=N\OC(=O)c1ccc(Br)cc1)c1ccccc1
45: O=C(NCCN1CCN(c2ccccc2)CC1)c1ccc2c(c1)[nH]c(=S)n1c3ccccc3nc21
46: Cc1cc(CNC(=O)COc2ccc(F)cc2)c2ccccc2n1
47: Cc1ccc(-n2nc(C)c(NS(=O)(=O)c3ccccc3)c2C)cc1C
48: O=[N+]([O-])c1cc(C(F)(F)F)ccc1NCCCCNS(=O)(=O)c1ccc2ccccc2c1

compound no.	41	42	43	44	45	46	47	48
CHOP inh	-11	-23	41	-20	-40	23	7	83*
S1P4 antagonist	-13	2	-30	-6	-13	-8	-1	-21
TRPML3 ag	0.2	-0.1	1.1	0.8	0.9	2.8	-1.6	0.2
NPY1 pot ag	26	-5	12	2	-9	-5	2	-11
NPY-Y1 antag	8	6	2	8	0	2	-1	6
TRPN1 ag	-1.0	-1.3	1.4	2.0	0.7	2.5	-3.6	0.6
EP2 mod	18	-18	-5	-4	2	-45	12	1
NPY2 pot ag	2	-11	-1	-9	-12	2	4	-15
S1P4 ag	3.9	-0.2	0.0	-0.7	-0.5	7.4	0.6	1.1

49: O=C(O)c1cccc(Oc2ncnc3sc4c(c23)CCCC4)c1
50: Cc1onc(-c2c(F)cccc2Cl)c1C(=O)N1CCc2ccccc21
51: O=C(/C=C/c1c(F)cccc1Cl)Nc1nn[nH]n1
52: Cn1c(C(=O)NCCCN2CCCCCC2)cc2c(=O)n(C)c3ccccc3c21
53: COc1ccc(CNC(=O)N[C@@H](CC(C)C)C(=O)O)cc1OC
54: CCC(C)NC(=O)CC(C)C (stereo not drawn)
55: Cc1ccc(/C=N/Nc2nc(N3CCOCC3)nc(N3CCOCC3)n2)o1
56: O=C(NCCc1ccccc1)C(=O)Nc1nccs1
57: CCOC(=O)c1ccc(NC(=S)NCCc2ccccc2)cc1
58: CCN(CC)S(=O)(=O)c1ccc(N2CCOCC2)c(NC(=O)COc2ccccc2C#N)c1

compound no.	49	50	51	52	53	54	55	56	57	58
CHOP inh	12	-3	-16	3	5	4	-4	-20	54	0
S1P4 antagonist	5	1	-4	-11	21	-4	11	-5	-3	2
TRPML3 ag	1.1	0.3	0.3	0.6	1.1	1.3	-0.1	0.7	5.7	-0.5
NPY1 pot ag	4	22	-23	14	-8	0	-3	18	25	1
NPY-Y1 antag	-2	1	2	6	/	/	-7	2	0	-1
TRPN1 ag	-0.1	-1.8	0.8	0.8	0.9	0.1	0.8	2.7	11	0.3
EP2 mod	20	-8	41	4	13	19	-13	3	-21	-27
NPY2 pot ag	-7	13	4	-7	10	17	-8	1	-2	1
S1P4 ag	1.7	-0.9	-1.4	3.8	0.1	-0.3	-0.6	3.3	-0.3	-0.5
